# Assay outcomes as filed in PubChem BioAssay.
# Polio RdRp inh: poliovirus RNA polymerase inhibition; P03300; poliovirus polymerase elongation, fluorescence polarization; hits give low values; % elongation, % (compound at 16.7 µg/mL); actives 0.66% (n = 150,000); AID 588519; in the data active = % elongation below about 90%; also: some results filed as inactive read as strong as hits
# Target sequence (P03300 1749-2209 limits assumed): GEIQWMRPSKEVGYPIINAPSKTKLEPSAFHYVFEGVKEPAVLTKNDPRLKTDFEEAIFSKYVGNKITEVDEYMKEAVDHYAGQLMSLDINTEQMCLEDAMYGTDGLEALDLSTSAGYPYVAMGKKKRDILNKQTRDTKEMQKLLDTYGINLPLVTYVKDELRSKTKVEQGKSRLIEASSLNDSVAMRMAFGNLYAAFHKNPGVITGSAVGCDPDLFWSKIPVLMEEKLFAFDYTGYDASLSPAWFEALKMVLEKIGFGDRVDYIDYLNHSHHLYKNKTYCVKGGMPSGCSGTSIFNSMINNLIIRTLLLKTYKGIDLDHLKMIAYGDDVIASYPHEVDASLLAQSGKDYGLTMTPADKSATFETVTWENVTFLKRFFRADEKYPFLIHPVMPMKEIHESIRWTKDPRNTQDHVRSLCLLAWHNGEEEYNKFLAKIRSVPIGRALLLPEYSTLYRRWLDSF
# Polio RdRp inh FP z-score: second read-out of Polio RdRp inh, no call of its own (marks repeat the call); z-score; measured here: FP z-score; hits read low
# Active calls of the source: *. The list is partial; rates above refer to the full screens.
SMILES | Polio RdRp inh | Polio RdRp inh FP z-score
NCCc1ccc(Cl)cc1 | 99 | -0.6
O=C(NCCc1ccccc1)C1CCCN1S(=O)(=O)c1cccc2nsnc12 (configuration not stated) | 102 | -0.1
O=C(Cn1c(=O)c2cccn2c2ccccc21)N1CCCCC1 | 101 | 0.1
COc1ccc2c(c1)CC(C(=O)NCc1ccc(F)cc1)CO2 (configuration not stated) | 107 | 0.1
N#CCc1ccc(F)cc1 | 104 | 0
COc1cc(/C=C/C(=O)O)ccc1OCc1c(C)noc1C | 102 | 0.1
CCCCSc1nnc(C)c(=O)[nH]1 | 101 | -0.1
COc1ccc(C2C3C(=O)N(C(C)C)C(=O)C3ON2c2ccc(Cl)cc2)cc1 (configuration not stated) | 103 | 0.3
CCCCCCCCCCCCC[N+](C)(C)Cc1ccccc1 | 101 | 0.2
CN(Cc1ccccc1)C1CCNCC1 | 101 | -0.1
Cc1ccc2nc(N(Cc3cccnc3)C(=O)c3ccco3)sc2c1 | 103 | -0.8
O=C(CSc1nc2c(c(=O)n1Cc1ccco1)C1(CCCC1)Cc1ccccc1-2)c1cccs1 | 101 | -0.2
COc1ccc2cc(CCNC(=O)COc3ccc4ccccc4c3)c(=O)[nH]c2c1 | 101 | -0.2
Cc1nccc(-c2cccc(NC(=O)Nc3ccccc3)c2)n1 | 106 | 0.4
COc1ccc(CC2(C)NC(=O)NC2=O)cc1OC (configuration not stated) | 106 | 0.3
CC1C2CC(C(S(=O)(=O)N3CCOCC3)/C2=N/O)C1(C)C (configuration not stated) | 101 | -0.2
COC(=O)c1c(C)[nH]c(C(=O)COC(=O)C23CC4CC(CC(NC(C)=O)(C4)C2)C3)c1C | 103 | 0
CN1CCc2cccc3c2C1Cc1ccc(O)c(O)c1-3 (configuration not stated) | 100 | -0.1
CCC1=Nc2cc(C(=O)NCCCOC)ccc2Sc2ccc(Br)cc21 | 108 | -1.1
CC1(C)CC2(C=CC(=O)CC2)CCO1 (configuration not stated) | 103 | 0.5
O=C1CCC(C(=O)OC2CCOC2=O)=NN1 (configuration not stated) | 99 | -0.6
Cc1nc2ncnn2c(C)c1CCC(=O)N1CCN(c2cccc(Cl)c2)CC1 | 109 | 0.6
Cc1nc(C)c(C(=O)Nc2nnc(C3CCCO3)s2)s1 (configuration not stated) | 105 | 1.4
Cc1ccc(NNC(=S)NC(=O)C2CC2)c(C)c1 | 100 | -0.1
COc1ccc(CCNC(=O)CSc2nnnn2-c2cccc(C(C)=O)c2)cc1OC | 103 | -0.1
CN(C)CCNC(=O)c1ccc(-n2c(-c3ccccc3)cc3c2CCCCC3)cc1 | 100 | -1.1
COc1ccc(C(N)c2nccc3cc(OC)c(OC)cc23)cc1OC (configuration not stated) | 103 | 0.5
COc1cc2c(C#N)c(N3CCN(S(=O)(=O)c4ccc5c(c4)OCCO5)CC3)nc(N)c2c(N)n1 | 111 | 1
Nc1nnc(SCC(=O)N2CCCCC2)n1CC(=O)N1CCCCC1 | 99 | -1.3
Cc1ccc(Cl)cc1N1CCN(S(=O)(=O)c2ccc3oc(=O)c4ncn(C)c4c3c2)CC1 | 103 | -0.4
Nn1c(SCC(=O)NC2CCCC2)nnc1-c1ccc(Cl)cc1Cl | 101 | -0.1
C1=CCC(CNCCCN2CCOCC2)CC1 (configuration not stated) | 104 | 0.8
COCC(=O)Nc1cc(Sc2ccccc2)ccc1N=C(NC(C)=O)NC(C)=O | 107 | 0.4
CCCCNC(=O)C1CCCN(S(C)(=O)=O)C1 (configuration not stated) | 103 | 1
Cc1ccc(C(=O)N(C)S(=O)(=O)c2ccc(C)cc2)cc1 | 101 | -0.3
COC1CC(O[C@H]2[C@H](C)[C@@H](OC3OC(C)CC(N(C)C)C3O)[C@@H](C)C[C@]3(CO3)C(=O)[C@H](C)[C@@H](O)[C@@H](C)[C@@H](C)OC(=O)[C@@H]2C)OC(C)C1O (some centres not stated) | 100 | 0.1
Cc1ccc(NC(=O)CSc2nc3ncnc(N)c3[nH]2)c(C)c1 | 101 | -0.2
CC(=O)Nc1ccc2c(c1)CN(Cc1ccc(Cl)cc1)CO2 | 101 | -0.1
COc1cc2c(C(=O)NCCCN3CCN(C)CC3)cn(CC(C)C)c(=O)c2cc1OC | 100 | 0
CC(C)NC(=O)CCCn1c(=O)c2cccn2c2ccccc21 | 96 | -2.1
CCOC(=O)N1CCN(CC(O)c2ccc3c(c2)CCN3C(C)=O)CC1 (configuration not stated) | 104 | 1.1
COc1cccc(NC(=O)N2CCC(O)(c3ccc4c(c3)OCO4)CC2)c1 | 103 | 0.3
CCOC(=O)N1CCC(NC(=O)c2ccc3c(c2)N(Cc2cc(C)ccc2C)C(=O)c2ccccc2S3(=O)=O)CC1 | 106 | 0.4
O=C(O)/C=C/c1cccc(N=NN2CCCCC2)c1 | 103 | 0.3
Cc1ccc(C)c(N2N=C(C(=O)N3CCN(c4ccccc4F)CC3)CCC2=O)c1 | 102 | -0.1
COc1ccc(CNCc2ccncc2)cc1 | 107 | 0.4
CCOC(=O)Cc1c(C)nc2c(-c3ccccc3)cnn2c1C | 104 | 1.1
CCc1sc(-c2nnc(CN3CCN(S(=O)(=O)c4ccc5c(c4)CCC5)CC3)o2)cc1C | 105 | 0.3
Cc1cc(SCc2ccccn2)nc(=O)[nH]1 | 106 | 1.4
CCCC(=O)Nc1cc(C(=O)O)ccc1S(=O)(=O)c1ccc(Cl)cc1 | 98 | -1.5
Cc1nc(-c2ccccc2)nc(OC(=O)N(C)C)c1Oc1ccc(Cl)cc1Cl | 100 | -1
COc1ccccc1C(=O)Nc1cc(-c2cccc(Br)c2)nn1-c1ccccc1 | 103 | -1
COc1ccc(CCNC(=O)c2ccc3nc(Cc4ccccc4)oc3c2)cc1OC | 111 | 1
NC(=O)NCc1ccc(C(=O)O)cc1 | 103 | 0.1
Cc1ccc(C(=O)NC(C)(C)C)cc1 | 101 | -0.1
Cc1ccc(CSc2nc3ccc(NC(=O)C(C)C)cc3s2)cc1 | 102 | -1.2
COC(=O)/C(=C(/O)CSc1nnc(COc2ccccc2Cl)n1C)c1nc2ccccc2[nH]1 | 94 | -1.1
O=C(CCSCc1cccc(F)c1)NCc1ccccc1 | 106 | -0.4
O=C(OCc1cc(=O)n2nc(-c3cccs3)sc2n1)c1cccc(F)c1 | 109 | 0.5
CCOC(=O)c1cnc(-c2ccccc2)nc1Nc1ccc(C)cc1 | 103 | 0.5

# The last six entries of the part before come first, to join the parts:
SMILES | Polio RdRp inh | Polio RdRp inh FP z-score
Cc1ccc(C(=O)NC(C)(C)C)cc1 | 101 | -0.1
Cc1ccc(CSc2nc3ccc(NC(=O)C(C)C)cc3s2)cc1 | 102 | -1.2
COC(=O)/C(=C(/O)CSc1nnc(COc2ccccc2Cl)n1C)c1nc2ccccc2[nH]1 | 94 | -1.1
O=C(CCSCc1cccc(F)c1)NCc1ccccc1 | 106 | -0.4
O=C(OCc1cc(=O)n2nc(-c3cccs3)sc2n1)c1cccc(F)c1 | 109 | 0.5
CCOC(=O)c1cnc(-c2ccccc2)nc1Nc1ccc(C)cc1 | 103 | 0.5
COC(=O)c1cc(S(=O)(=O)N2CCN(c3ccc(OC)cc3)CC2)c[nH]1 | 105 | -0.4
CCc1ccc(NC(=O)COC(=O)CN2C(=O)COc3ccccc32)cc1 | 104 | 0.1
CCOC(=O)C1CCC(CNCc2ccc(OC)cc2)CC1 (configuration not stated) | 104 | 1.1
CCOC(=O)N1CCC(NS(=O)(=O)c2ccc3oc(=O)c4ncn(CC)c4c3c2)CC1 | 102 | -0.2
Cc1ccc(NC(=O)Cn2c(=O)n(Cc3nc(-c4ccccc4)no3)c(=O)c3cc4c(cc32)OCO4)cc1C | 110 | 0.4
C=CCNc1nnc(SCC(=O)NC(=O)c2ccccc2OC)s1 | 99 | -0.2
Cc1ccc(-n2c(=O)[nH]cc(C(=O)N3CCc4ccccc43)c2=O)cc1 | 101 | 0
CN1/C(=C\C(=O)CSc2ncn[nH]2)C(C)(C)c2ccccc21 | 103 | 0.3
C(=C/c1ccccc1)/CN1CCN(Cn2nnc3ccccc32)CC1 | 102 | -0.1
O=c1oc2ccccc2n1Cc1cc2c(cc1Br)OCO2 | 102 | -0.1
O=C1CN(C(=O)CSCc2cc(=O)n3c4c(sc3n2)CCCC4)c2ccccc2N1 | 111 | 1.1
COCCN1C(=O)N(c2cccc(C)c2)C(=O)C1CC(=O)Nc1cccc(F)c1 (configuration not stated) | 102 | -0.2
CC(C)c1ccc(NC(=O)CSC2=Nc3ccccc3C3=NC(CCC(=O)NCc4ccc(F)cc4)C(=O)N23)cc1 (configuration not stated) | 111 | 0.8
COc1ccc(S(=O)(=O)N(C)C)cc1 | 106 | 0.2
COC(=O)C1=C(N)Oc2cc(C)oc(=O)c2C1c1cccnc1 (configuration not stated) | 100 | -0.3
Cc1ncc2c(N)ncnc2n1 | 101 | -0.2
COc1ccccc1C(=O)COC(=O)COc1ccc(C#N)cc1 | 108 | 0.7
Nc1nnc(SCC(=O)c2ccccc2)s1 | 108 | 0.6
COc1cc(OC)c(NC(=O)Cn2ncc3c4ccccc4n(C)c3c2=O)cc1Cl | 101 | 0.2
COc1ccccc1NC(=O)C1=C(C)OCCS1 | 104 | 0.3
CCOC(=O)c1ccc(CN(Cc2ccc(F)cc2)S(=O)(=O)c2ccc(F)c(C(=O)Nc3ccc(Cl)cc3F)c2)cc1 | 112 | 1
CC(C)N(C(C)C)S(=O)(=O)c1ccc(Oc2ccc3c4c(c(=O)oc3c2)CCC4)nc1 | 103 | 0.2
COC(=O)c1ccc(COC(=O)Cn2c(C)csc2=O)cc1 | 104 | 0.2
CCCn1c(=O)c2c(nc3n2CCCN3c2ccc(OCC)cc2)n(C)c1=O | 107 | 1.5
COc1ccc(C2CC(=O)N3CN(C(C)c4ccccc4)CSC3=C2C#N)cc1 (configuration not stated) | 100 | -1
CC(C(=O)NC1=NCCS1)N1C(=O)c2ccccc2C1=O (configuration not stated) | 100 | -0.7
COc1ccccc1C(=O)COC(=O)C1CC(=O)N(CCc2ccccc2)C1 (configuration not stated) | 110 | 0.8
CC(NCCCO)c1ccncc1 (configuration not stated) | 96 | -1.7
CCCCC(Sc1nc(N)c(NC(=O)c2ccc(OC)cc2)c(=O)[nH]1)C(=O)O (configuration not stated) | 98 | -1.2
CCOc1ccccc1C=Nc1ccc(OC(F)(F)F)cc1 | 102 | 0
Cc1ccc2[nH]c(C)cc(=S)c2c1 | 101 | -0.3
O=C(CSc1nc2ccccc2nc1Cc1ccccc1)NCc1ccccc1Cl | 113 | 1.7
CC(C)c1ccc(S(=O)(=O)c2cnc(SCC(=O)Nc3ccccc3)[nH]c2=O)cc1 | 99 | -1.6
Cc1ccccc1NC(=S)N(CCCN1CCOCC1)Cc1cccnc1 | 101 | 0.2
CCc1noc(C)c1C(=O)NC(c1ccccc1)c1ccc(Cl)cc1 (configuration not stated) | 109 | 1
CCN(CC)C(=O)CSc1nnc(SCc2ccccc2)s1 | 101 | 0.1
CC(C)(C)c1ccccc1OCCCSC#N | 104 | 1.6
CCC1Sc2cc(S(=O)(=O)N3CCCc4ccccc43)ccc2NC1=O (configuration not stated) | 103 | 0
CN(C)C(=O)c1cn(CCC#N)nc1-c1cccc2ccccc12 | 102 | -0.2
CCCn1c(=O)c2sccc2n2c(CCCC(=O)Nc3ccc(Oc4ccc(Cl)cc4)cc3)nnc12 | 109 | 1.2
CCNc1nc2c(=O)[nH]sc2c2c1C(c1cccnc1)C(C#N)=C(N)O2 (configuration not stated) | 99 | -1.4
Cc1ccc2nc(COC(=O)CCCN3C(=O)c4ccccc4C3=O)cc(=O)n2c1 | 101 | -0.3
Cc1cc2c(cc1S(=O)(=O)NCc1ccc(F)cc1)OCCN2C | 100 | -1.3
O=C(Cn1c(=O)n(-c2ccc(F)c(Cl)c2)c(=O)c2sc3ccccc3c21)NC1CCCC1 | 105 | 0.3
CCOC(=O)N1CCC(N(CCOC)C(=O)Nc2ccc(CC)cc2)CC1 | 101 | 0
COC(=O)c1ccccc1NC(=O)c1noc2c1CCCC2 | 103 | 0.3
Cn1c(=O)[nH]c(=O)c2c1ncn2CCCNC1=NCCCC1 | 101 | -0.1
O=C(CN1C(=O)COc2ccc(S(=O)(=O)N3CCCCC3)cc21)NCc1ccccc1Cl | 113 | -0.3
CCC1CCCCN1CCCNC(=O)CN1C(=O)CSc2ccc(S(=O)(=O)N3CCC(C)CC3)cc21 (configuration not stated) | 117 | 1.6
COc1cc(C(=O)Nc2ccccc2OCc2cc(=O)n3cc(C)sc3n2)cc(OC)c1OC | 112 | 1
Cc1c(-c2ccccc2)sc(N)c1C(=O)N1CCCCC1 | 70* | -4*
CCCCn1c(SCC(N)=O)nnc1-c1ccco1 | 104 | 0.9
O=C(Nc1cc(-c2ccc(Cl)cc2)no1)c1ccc(F)cc1 | 110 | 0.5
O=C(NC1CCSc2ccccc21)C1=CC=CN2CCS(=O)(=O)N=C12 (configuration not stated) | 102 | -0.1
COc1cccc(CNC(=O)c2ccc(CNS(=O)(=O)c3ccc(C)cc3)cc2)c1 | 106 | -1.1
CCCCN(Cc1ccco1)C(=O)c1cc2c(s1)-c1ccccc1OC2 | 103 | 0.8
Cc1nc(C(F)(F)F)ccc1C(=O)O | 104 | -0.3
O=C(CSc1ccccn1)N1CCCCC1 | 103 | 0
CCOC(=O)c1ccc(NC(=O)c2oc3c(c2C)-c2nn(Cc4ccc(C)cc4)cc2CC3)cc1 | 102 | 0.4
CSc1ncc(Cl)c(C(=O)NCCc2ccc(S(N)(=O)=O)cc2)n1 | 101 | -0.1

# In the list so far, 2 have a tert-butyl group:
SMILES | Polio RdRp inh | Polio RdRp inh FP z-score
Cc1ccc(C(=O)NC(C)(C)C)cc1 | 101 | -0.1
CC(C)(C)c1ccccc1OCCCSC#N | 104 | 1.6

# Grouped by structure, the compounds so far containing a CF3 group
SMILES | Polio RdRp inh | Polio RdRp inh FP z-score
CCOc1ccccc1C=Nc1ccc(OC(F)(F)F)cc1 | 102 | 0
Cc1nc(C(F)(F)F)ccc1C(=O)O | 104 | -0.3
